M1 ag parental = counter-screen for M1 agonists: effect in parental CHO-K1 cells; Fluo-8 calcium fluorescence; scaled to maximal ATP response, vehicle zero; hit rate 0.48% among 360,000; activation, % at 3 µM; in the data active means activation above about 15%;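 further: untransfected CHO-K1 host cells lacking M1 receptor as counterscreen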
M4 antag = CHRM4 antagonism in calcium assay; P08173; CHO-hM4 cells, ACh EC80, Fluo-8 calcium fluorescence; inhibition, % at 3 µM; hit rate 0.73% among 360,000; AID 624125;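 active means inhibition above its plate's cutoff, the mean inhibition of sample wells plus 3 SD, cut at about 27% in these data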;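 further: 0% = acetylcholine EC80 with DMSO and 100% = DMSO without agonist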
Target sequence (P08173 whole entry, looked up): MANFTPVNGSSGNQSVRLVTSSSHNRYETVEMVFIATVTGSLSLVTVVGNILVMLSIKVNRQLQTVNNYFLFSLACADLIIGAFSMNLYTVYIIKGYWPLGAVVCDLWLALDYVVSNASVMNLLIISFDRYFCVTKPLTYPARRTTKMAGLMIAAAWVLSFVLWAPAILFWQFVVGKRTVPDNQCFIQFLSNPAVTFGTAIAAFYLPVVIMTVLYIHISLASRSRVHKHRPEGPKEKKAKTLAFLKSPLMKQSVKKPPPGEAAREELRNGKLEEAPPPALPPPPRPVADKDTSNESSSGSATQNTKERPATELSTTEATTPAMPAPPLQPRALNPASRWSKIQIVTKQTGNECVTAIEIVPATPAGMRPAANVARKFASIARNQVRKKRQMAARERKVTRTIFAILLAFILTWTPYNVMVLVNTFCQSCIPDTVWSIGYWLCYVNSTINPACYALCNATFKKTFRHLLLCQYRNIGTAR
M4 ag = agonists of human muscarinic M4 receptor (CHRM4). P08173. CHO-K1 hM4/Gqi5, Fluo-8 calcium fluorescence; vehicle 0%, full acetylcholine response 100%. activation, % at 3 µM. hit rate 0.14% among 360,000. AID 624127;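 active means activation above the run mean over all test wells plus 3 SD, cut at about 32% in these data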;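 further: peak over basal fluorescence ratio per well then scaled between controls; 0% = DMSO wells and 100% = acetylcholine at EC100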
CHRM1 agonist = agonists of human M1 muscarinic receptor | CHO-K1 hM1, Fluo-8 calcium fluorescence, agonist mode; 0% DMSO, 100% acetylcholine EC100 | activation, % at 3 µM | P11229 | hit rate 0.33% among 360,000;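 active means activation above the run's mean compound activation plus 3 SD, cut at about 16% in these data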;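 further: peak over basal fluorescence ratio within a 140 s kinetic read after compound addition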
CHO parental Ca = counter-screen for OX1R antagonists: effect in parental CHO cells; parental CHO-K1, ATP-induced calcium, Fluo-8 fluorescence; inhibition, % at 5.6 µM; hit rate 0.63% among 330,000; AID 463079;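 active means inhibition above that plate's mean sample inhibition plus 3 SD, cut at about 26% in these data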;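 further: 0% = ATP-challenged DMSO wells and 100% = DMSO wells without ATP; some compounds past the cut are filed as inactive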
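Material: Parental CHO cells | Reagent: ATP | Compound dosing: Single nominal dose of 5.6 µM per compound | Detection: Intracellular calcium via Fluo-8 no-wash fluorescent dye | Read-out: % inhibition of ATP-induced calcium mobilization | Benchmarks: Low control ATP plus DMSO, high control DMSO only | Replicates: Singlicate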
OXTR potentiator = potentiators of human oxytocin receptor; CHO-OTR cells, Fluo-8 calcium fluorescence, potentiator mode; 0% = oxytocin EC15, 100% = EC100; activation, % at 3 µM; P30559; hit rate 0.061% among 320,000;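 active means activation above that plate's cutoff, the mean activation of tested compounds plus 3 SD, cut at about 6.6% in these data, passing the limit was not always enough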;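 further: 100% uses oxytocin at 75 nM as the full agonist control; some results filed as inactive read as strong as hits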
Target sequence (P30559 whole entry, looked up): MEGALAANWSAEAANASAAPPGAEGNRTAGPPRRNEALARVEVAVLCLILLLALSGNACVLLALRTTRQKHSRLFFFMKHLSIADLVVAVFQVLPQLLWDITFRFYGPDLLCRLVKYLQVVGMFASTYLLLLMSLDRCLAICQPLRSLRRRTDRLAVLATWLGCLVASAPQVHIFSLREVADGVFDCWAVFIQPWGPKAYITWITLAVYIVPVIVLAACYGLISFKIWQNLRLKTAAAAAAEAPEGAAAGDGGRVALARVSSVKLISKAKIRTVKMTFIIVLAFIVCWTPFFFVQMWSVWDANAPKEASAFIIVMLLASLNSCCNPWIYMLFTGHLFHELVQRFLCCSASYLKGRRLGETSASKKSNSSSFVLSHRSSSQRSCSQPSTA
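Material: human OTR in CHO cells. Compound: 3.0 µM, one dose. Timing: compound 6 min at room temperature before oxytocin, 100 s read. Evaluation: % activation of max/min ratio relative to oxytocin controls. Replication: single well per compound, singlicate. Signal: Fluo-8 calcium dye fluorescence.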
CHRM1 antagonist = blocks human M1 muscarinic receptor | CHO-K1 hM1, Fluo-8 calcium fluorescence, ACh EC80 antagonist | inhibition, % at 3 µM | hit rate 1.3% among 360,000 | P11229;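 active means percent inhibition above its own plate's cutoff, namely the mean of that plate's compound wells plus 3 SD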;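 further: peak over basal fluorescence ratio during 140 s after agonist addition; 0% = ACh EC80 plus DMSO and 100% = DMSO alone without agonist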
CHO-K1 Ca antag = nonselective inhibitor or artifact in parental CHO-K1 cells; ATP-induced calcium, Fluo-8 fluorescence; inhibition, % at 3 µM; hit rate 0.6% among 360,000;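 active means inhibition above a per-plate cutoff, the plate's mean sample inhibition plus 3 SD, cut at about 24% in these data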;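 further: 0% = DMSO plus EC80 ATP and 100% = DMSO alone without ATP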
CHRM1 PAM = positive allosteric modulators of human M1 muscarinic receptor. P11229. CHO-K1 hM1, Fluo-8 calcium fluorescence, ACh EC20; 0% = ACh EC20, 100% = maximal ACh. activation, % at 3 µM. hit rate 0.088% among 360,000. AID 588819; in the data active means activation above about 19%, passing the limit was not always enough
* marks the source's active call; other numbers are inactive results; / = not tested or not shown.

SMILES	M1 ag parental	M4 antag	M4 ag	CHRM1 agonist	CHO parental Ca	OXTR potentiator	CHRM1 antagonist	CHO-K1 Ca antag	CHRM1 PAM
CCCCN(C=O)c1c(CC)nc2c(OCCC3CCCCC3)cccn12	0.1	10.5	-1.9	-9.1	/	/	0.7	-7.5	-12.9
COc1ccc(CC(=O)Nc2cccc(C(=O)NN3C(=O)c4ccccc4C3=O)c2C)cc1	1.3	5.8	2.9	1.6	-17.6	1.1	-0.1	13.7	7.1
COc1ccc(/C=C/C(=O)Oc2cccc(/C=N/NC(=O)c3cccc(F)c3)c2)cc1	0.1	-9.2	1.3	-3.5	-3.0	-4.6	-4.2	-11.5	1.6
COc1cccc(C(c2c(N)[nH]c(=S)[nH]c2=O)c2c(N)[nH]c(=S)[nH]c2=O)c1	0.1	-1.6	1.1	-0.7	-2.4	-3.0	-17.8	-14.4	6.2
Nc1cc(N)nc(SCC(=O)NCc2ccco2)n1	0.1	2.9	-0.1	-4.5	-9.1	-14.0	4.9	-5.2	-1.5
COc1cccc2sc(NNC(=O)C3=COCCO3)nc12	0.5	4.2	1.8	-4.9	6.2	-4.3	-4.6	-6.2	6.7
O=C(CCl)N1CCN(CC(=O)N2CCCC2)CC1	1.2	5.5	0.8	-1.7	-0.7	2.4	-6.8	-9.0	4.8
COc1cccc(CNS(=O)(=O)c2cc3c4c(c2)CCC(=O)N4CCC3)c1	2.5	-2.6	4.7	1.7	-19.5	-11.2	0.7	8.8	4.0
O=S(=O)(NC1CCCC1)c1ccc(-n2cnnn2)cc1	1.4	2.5	1.8	1.3	4.3	-2.5	-22.5	2.1	20.2
NS(=O)(=O)c1ccc(CCNC(=O)C2Cc3ccccc3CN2C(=O)c2ccco2)cc1 (stereo not given)	-0.1	-2.4	1.0	-0.3	-2.1	-0.2	-3.9	2.7	6.8
CN(C)Cc1c(C#N)c2ccccc2n1C	-0.2	0.1	1.6	-4.3	1.4	-8.0	-10.7	-6.6	3.0
CCCn1c(=O)c(C(=O)NNC(=O)c2cccc([N+](=O)[O-])c2)c(O)c2ccccc21	0.1	3.9	0.3	-2.8	-7.2	-6.4	-7.3	-0.1	7.9
CCC(C)NC(=O)Cn1cc2c(n1)CCC(C)C2 (stereo not given)	-0.1	-19.6	-0.3	-4.3	-12.1	-1.5	-6.2	-5.9	-1.3
O=C(NC(c1ccc(Cl)cc1)c1cnccn1)C1CCN(CCOc2ccc(F)cc2)CC1 (stereo not given)	0.2	-4.5	2.8	-5.7	/	/	-11.2	-1.0	9.3
CCCc1nnc(NC(=O)CN2C(=O)C3C4C=CC(C4)C3C2=O)s1 (stereo not given)	0.9	4.3	0.7	-2.0	-10.6	-5.5	-4.5	-18.0	8.2
CCCCCCCN1C(Nc2ccccc2)=NC[C@@H]1CC(C)C	3.9	8.0	16.6	-5.8	-13.6	-14.1	3.4	-0.6	-2.4
Cc1cc(C(F)(F)F)nn1CC(=O)Nc1ccc2c(c1)OCO2	0.0	5.0	1.0	-1.1	-8.0	3.5	20.5	16.5	-5.4
CCOc1ccc(NC(=O)CSc2nccn2Cc2ccco2)cc1	0.3	2.3	1.0	-5.3	-0.1	2.6	-5.1	3.0	-2.0
CC(OC(=O)c1cccc([N+](=O)[O-])c1)C(=O)N1CCc2ccccc21 (stereo not given)	-0.1	4.9	-0.4	-3.9	14.3	-1.3	1.3	-14.0	-0.2
Cc1cc(C(=O)COc2ccc(C#N)cc2)c(C)n1C1CC1	-0.3	-3.0	2.3	-3.5	-11.4	-4.7	-7.1	-8.9	5.5
COc1ccc(N2CCN(c3nccs3)CC2)cc1	0.3	-28.3	1.8	-1.2	-4.7	-3.6	-11.3	-22.9	13.4
O=C(CSc1cn(CCNC(=O)c2cccs2)c2ccccc12)NC1CCCCC1	4.3	-14.4	12.7	7.6	-5.0	-8.5	1.9	0.4	9.5
Cc1cc(C)c2nc(/N=C(\N)NC(=O)Nc3ccccc3)nc(C)c2c1	0.1	5.8	-0.1	-8.3	-17.4	-2.9	1.8	-5.1	1.0
CC(C)C(=O)N1CCN(c2ccc(NC(=O)COc3ccccc3[N+](=O)[O-])cc2)CC1	12.6	8.3	28.8	3.8	8.1	-34.1	36.6*	39.7*	-26.1
O=C(O)c1cnn(-c2ccccc2)c1-c1ccccc1	0.1	-7.0	0.5	-1.4	-11.0	2.2	-7.8	-5.1	0.5
Additional records
SMILES	M1 ag parental	M4 antag	M4 ag	CHRM1 agonist	CHO parental Ca	OXTR potentiator	CHRM1 antagonist	CHO-K1 Ca antag	CHRM1 PAM
COc1ccc(OC)c(NC(=O)c2cccc(S(=O)(=O)N3CCN(C(C)=O)CC3)c2)c1	-0.3	-11.6	1.1	-2.2	-12.5	-2.7	-15.6	-7.8	7.9
CCOC(=O)C1CCN(S(=O)(=O)c2cccc(-c3cn4cc(Cl)ccc4n3)c2)CC1	1.6	-9.8	5.3	-0.9	-6.2	-14.4	5.6	-8.1	-0.7
Cn1nccc1C(=O)OCC(=O)Nc1ccccc1Cl	0.2	-4.0	0.8	-4.0	/	/	5.5	0.7	-0.5
CC(C)(C)NC(=O)NC(=O)Cn1cc(C(F)(F)F)ccc1=O	0.4	-0.4	0.0	-2.8	-1.1	-11.3	-0.8	4.6	3.3
COc1ccc2oc(C(=O)OCC(=O)N3CCCC(C)C3)c(C)c2c1 (stereo not given)	1.1	-3.2	4.4	-3.3	-20.1	-2.6	1.6	-6.6	8.5
CNC(C)C(=O)NC(C(=O)N1CCCC1C(=O)Nc1ccc2[nH]ccc2c1)C(C)C (stereo not given)	1.1	-10.7	0.5	-3.0	/	/	-9.6	-12.0	3.2
CCc1ccc(N(C(=O)c2snc(C(N)=O)c2N)C(C(=O)NCC2CCCO2)c2cccs2)cc1 (stereo not given)	2.6	-2.8	9.1	-13.5	-34.9	5.2	2.0	5.3	-3.8
CC1CCc2c(sc(N)c2C(=O)OC(C)C)C1 (stereo not given)	-0.5	4.1	-2.3	0.2	-13.9	-26.1	-5.9	-6.9	14.9
Cn1c(=NC(=O)C2CC2)sc2cccc(F)c21	0.5	4.9	-0.5	-9.6	-19.6	5.5	-17.6	-12.7	9.0
Cn1ncc(Br)c1C(=O)Nc1c(F)c(F)cc(F)c1F	2.3	3.4	-0.2	-6.2	4.6	-6.5	-6.0	-2.7	6.7
O=C(c1cccc(S(=O)(=O)N2CCc3ccccc32)c1)N1CCN(c2ccccn2)CC1	8.0	2.6	10.5	-9.4	-19.2	-7.1	8.8	-13.1	-15.6
CCOc1ccccc1N1CCN(C(=O)CCCN2C(=O)c3cccc4cccc(c34)C2=O)CC1	4.7	-1.3	9.4	-7.1	-12.0	-0.7	24.5	-1.5	-12.9
COc1ccccc1Oc1coc2c(CN3CCN(C)CC3)c(O)ccc2c1=O	0.2	3.5	1.3	-0.7	-3.0	0.5	-32.3	-11.7	8.4
COc1cc(C(N)=O)cc(Cl)c1OCc1ccccc1	0.5	-0.7	0.8	-9.1	-0.2	-4.9	-8.9	-6.9	3.8
O=C(NC(=S)Nc1ccc(CN2CCOCC2)cc1)c1ccc(-c2cccc(Cl)c2)o1	2.2	-7.1	5.9	-5.8	-36.8	-8.6	57.9*	-8.6	-22.8
CC(C)COc1cccc(C(=O)NC(=S)Nc2cccc(NC(=O)c3ccccc3Cl)c2)c1	-0.4	0.5	0.1	0.7	-12.3	-8.1	-7.0	-1.1	9.5
O=C(NCC(c1ccco1)N1CCCCC1)c1ccc(OCc2ccccc2)cc1 (stereo not given)	0.2	1.8	1.2	-7.0	-9.3	-8.0	1.4	-10.2	-10.2
COc1ccc(NC(=O)c2nc(-n3nc(C)cc3C)ccc2Cl)cc1Cl	0.1	-3.0	0.6	-3.9	-29.6	-6.0	-12.0	-4.1	3.6
CCOc1ccccc1N1CCN(CC(O)COc2ccc3c(C)cc(=O)oc3c2)CC1 (stereo not given)	1.3	-5.0	2.2	-8.7	-21.9	-11.3	0.8	-1.2	-4.6
O=C(NCN1CCCCC1)c1cnccn1	0.7	1.2	0.9	-1.6	-0.5	-11.8	-2.1	-2.4	7.5
COc1ccc(S(=O)(=O)N2CCN(c3cnccn3)CC2)cc1	1.6	5.4	1.2	-1.7	-9.5	-2.3	-16.4	-5.8	4.9
CCOC(=O)c1nn(-c2c(C)n(C)n(-c3ccccc3)c2=O)cc1O	0.2	15.5	1.3	-5.5	2.9	-7.5	14.5	7.2	-1.9
CC1(C)N=C2C(=[N+]1[O-])CCC/C2=N\O	0.9	9.8	0.9	-2.4	-2.0	-11.7	-2.4	-5.8	3.6
C=C1CCC[C@]2(C)C[C@H]3OC(=O)C(CNC(C)CC)[C@H]3CC12 (stereo not given in full)	0.1	1.4	-0.4	-5.1	-1.0	-8.8	1.7	7.2	7.7
COC(=O)Cn1c(N)[n+](Cc2ccccc2)c2ccccc21	0.7	14.0	1.8	-7.9	-8.1	-14.7	1.8	-9.4	5.5

By substructure: those above with an NH in an aromatic ring (two)
SMILES	M1 ag parental	M4 antag	M4 ag	CHRM1 agonist	CHO parental Ca	OXTR potentiator	CHRM1 antagonist	CHO-K1 Ca antag	CHRM1 PAM
COc1cccc(C(c2c(N)[nH]c(=S)[nH]c2=O)c2c(N)[nH]c(=S)[nH]c2=O)c1	0.1	-1.6	1.1	-0.7	-2.4	-3.0	-17.8	-14.4	6.2
CNC(C)C(=O)NC(C(=O)N1CCCC1C(=O)Nc1ccc2[nH]ccc2c1)C(C)C (stereo not given)	1.1	-10.7	0.5	-3.0	/	/	-9.6	-12.0	3.2

(listing goes on)
SMILES	M1 ag parental	M4 antag	M4 ag	CHRM1 agonist	CHO parental Ca	OXTR potentiator	CHRM1 antagonist	CHO-K1 Ca antag	CHRM1 PAM
COc1ccc(NC(=O)CSc2n[nH]c(N)n2)c([N+](=O)[O-])c1	0.8	2.0	1.1	-1.1	1.2	2.6	8.4	-2.5	-5.4
Cc1ccccc1-c1csc(C(O)c2ccc(F)cc2)n1 (stereo not given)	0.1	-4.5	0.3	-6.0	/	/	2.2	2.3	-2.7
Cc1cc(C)n2nc(CCc3ccccc3)nc2n1	1.1	6.6	0.7	-4.3	-7.7	-2.1	-4.5	-9.9	7.7
CC(C)Nc1nc(Oc2cccc(Cl)c2Cl)cc(C(F)(F)F)n1	0.5	1.9	-1.6	-6.3	-12.2	2.5	0.1	3.4	-7.1
O=C(OC1CO[C@H]2O[C@@H]1[C@H](OC(=O)c1ccccc1)[C@H]2OC(=O)c1ccccc1)c1ccccc1 (stereo not given in full)	-0.2	-2.8	-0.1	0.1	-19.6	-9.1	-11.2	4.8	5.7
COc1ccccc1Nc1cc2cc(Br)ccc2c(=O)[nH]1	0.7	-6.4	3.4	-2.0	-18.2	-20.2	-6.4	5.3	7.8
Cc1ccc(C2CN=NC23CCc2ccccc2C3=O)cc1 (stereo not given)	0.0	-15.0	-1.5	-6.2	-4.2	0.1	-6.6	-2.2	6.9
C/C(=N\Nc1ccc2nncn2n1)c1ccc(Cl)s1	0.2	-0.9	2.2	-1.6	-18.2	-9.4	-13.3	-7.7	8.2
C=CC[C@H]1C(C(=O)OCC)=CC[C@@H](c2ccccc2)N1S(=O)(=O)c1ccc(C)cc1	0.8	-4.8	3.8	-6.5	/	/	7.0	13.1	-7.7

Bioassay records deposited in PubChem BioAssay by The Scripps Research Institute Molecular Screening Center.
